IEC-6 tox = IEC-6 cytotoxicity, counter-screen for KLF5 inhibitors | luminescence viability | inhibition, % at 5 µM | actives 0.78% (n = 290,000) | AID 1825; in the data active = inhibition above about 22%;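 also: 0% = plate median of test compound wells and 100% = cytotoxic reference compound wells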
KLF5 inh = suppresses KLF5 promoter-driven expression | DLD-1 KLF5 promoter-luciferase reporter, luminescence | inhibition, % at 5 µM | actives 0.23% (n = 290,000) | AID 1700;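 active = inhibition above a per-plate limit of that plate's mean compound inhibition plus 3 SD, cut at about 60% in these data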;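 also: 0% = DMSO wells and 100% = LY294002 at 200 µM; higher means less KLF5 promoter-driven luciferase light; inactives centre near -14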
AI-2 QS mod = Vibrio harveyi AI-2 quorum sensing modulation | Vibrio harveyi JMH597 AI-2 luminescence/OD600 ratio, 9 h; hits give low values; strain lacks LuxN and CqsS sensors; 0 = neutral-control median | activity change, % at 7.5 µM | actives 0.4% (n = 300,000); in the data active = activity change below about -75%, passing the limit was not always enough; inconclusive = no clear call, values can overlap the other calls;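 also: luminescence divided by OD600 gain over 9 h not by final OD600 alone; inactives centre near 13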
aSyn 5UTR inh = 5' untranslated region of α-synuclein, MLPCN primary screen; AID 1813; alpha-synuclein 5'UTR reporter, inhibitor activity; actives 0.82% (n = 300,000); inhibition, % (tested at 7.5 µM); in the data active = inhibition above about 60%; inconclusive = no clear call, values can overlap the other calls;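 also: H4 neuroglioblastoma cells stably carrying SNCA 5'UTR luciferase fusion; 0% = DMSO wells and 100% = positive control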
GSK3A inh = inhibitors of human GSK-3 alpha kinase; P49840; ADP-Glo luminescence, 60 min; inhibition, % at 10 µM; actives 0.1% (n = 320,000); AID 2650;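 in the data active = inhibition above about 50%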;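 also: GST-tagged GSK-3 alpha with peptide substrate and 25 µM ATP; 0% = DMSO neutral wells and 100% = GW8510 positive control wells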
Target sequence (P49840 whole entry, looked up): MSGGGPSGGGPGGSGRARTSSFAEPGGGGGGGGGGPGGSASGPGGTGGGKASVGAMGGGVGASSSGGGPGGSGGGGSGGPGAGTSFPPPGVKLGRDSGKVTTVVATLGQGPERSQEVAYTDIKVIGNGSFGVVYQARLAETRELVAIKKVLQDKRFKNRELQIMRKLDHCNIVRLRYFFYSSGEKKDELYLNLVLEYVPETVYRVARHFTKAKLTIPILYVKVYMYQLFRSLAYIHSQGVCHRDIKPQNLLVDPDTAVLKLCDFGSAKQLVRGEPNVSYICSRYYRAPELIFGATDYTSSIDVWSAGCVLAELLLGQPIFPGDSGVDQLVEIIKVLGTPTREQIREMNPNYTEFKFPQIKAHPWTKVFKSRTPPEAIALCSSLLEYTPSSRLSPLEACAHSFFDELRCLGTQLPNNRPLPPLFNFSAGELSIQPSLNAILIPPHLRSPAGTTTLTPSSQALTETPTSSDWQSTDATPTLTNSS
HSF1 inhib = HSF1 inhibition | NIH3T3-HGL HSE-luciferase, MG132-induced, luminescence 8 h; hits give low values | activity change, negative = inhibition, % at 7.5 µM (by protocol) | actives 0.77% (n = 300,000);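 active = more than half of replicate wells show activity change below -50%, luminescence cut by over half; inconclusive = some wells, but at most half, below -50%; inactive = no replicate well below -50%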;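 also: luciferase reports HSF-1 transcriptional activity via heat shock element; 0% = median of DMSO wells and -100% = zero luminescence signal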
HIF act = HIF pathway transcriptional activation; U2OS HRE-luciferase reporter, luminescence; normalized: DMSO 0%, desferrioxamine 100%; actives 0.32% (n = 300,000); activation, % at 7.5 µM (by protocol);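 active = mean activation of at least 10% of the iron chelator positive control signal, with at least half of replicates also reaching 10%; inconclusive = mean and replicate majority disagree about reaching 10%; inactive = mean and most replicates under 10%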
GSK3beta inhib = inhibitors of human GSK3beta kinase; actives 0.038% (n = 300,000); activity score (negative = inhibition), % at 10 µM; P49841; GST-GSK3beta kinase, ADP-Glo luminescence, 60 min; hits give low values;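 active = more than half of replicate wells score below -50%, meaning over 50% inhibition versus plate controls; inconclusive = some replicates but at most half score below -50%; inactive = no replicate scores below -50%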;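 also: 0% = median DMSO wells and -100% = median GW8510 positive control wells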
Target sequence (P49841 whole entry, looked up): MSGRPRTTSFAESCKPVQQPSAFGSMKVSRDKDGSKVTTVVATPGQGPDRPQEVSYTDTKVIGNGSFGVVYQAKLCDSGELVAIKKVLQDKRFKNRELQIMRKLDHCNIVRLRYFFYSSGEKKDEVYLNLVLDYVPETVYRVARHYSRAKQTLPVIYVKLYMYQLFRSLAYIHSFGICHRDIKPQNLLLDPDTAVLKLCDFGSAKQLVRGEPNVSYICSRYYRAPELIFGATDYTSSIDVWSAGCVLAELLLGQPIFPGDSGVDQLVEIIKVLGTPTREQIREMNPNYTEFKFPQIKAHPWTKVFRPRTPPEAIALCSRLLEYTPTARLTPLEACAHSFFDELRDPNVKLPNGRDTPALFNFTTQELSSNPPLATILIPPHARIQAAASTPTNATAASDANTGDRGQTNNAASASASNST
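Test system: GST-tagged human GSK3beta kinase, cell-free; evaluation: activity score scaled between in-plate DMSO and GW8510 controls; measured by: ADP-Glo luminescence; incubation: 60 min reaction, RT; benchmarks: DMSO and 20 µM GW8510; reagent: peptide substrate plus 25 µM ATP (final); medium: Tris/MgCl2 kinase buffer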
HSP90 inh = inhibitors of HSP90 luciferase refolding in rabbit reticulocyte lysate. luciferase refolding luminescence, 3 h. inhibition, % at 5.6 µM. AID 1789. actives 0.91% (n = 290,000);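 active = inhibition above the screen-wide mean plus 3 SD, computed separately per campaign, cut at about 16% in these data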;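 also: 0% = DMSO wells and 100% = 60 µM geldanamycin wells; inhibitors lower the luminescence because luciferase stays unfolded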
HSF-1 act = increases HSF-1 driven luciferase reporter signal | NIH3T3-HGL HSF-1 luciferase reporter, MG132, 8 h; 100% = twice DMSO control signal | activation, % at 9 µM | actives 1.7% (n = 300,000) | AID 504408;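 active = mean replicate activation of at least 50% with a set share of replicates each reaching 50%; inconclusive = only one of those two conditions met; inactive = mean below 50% and too few replicates reaching it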;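 also: 0% = median of the neutral control wells and 100% = twice that signal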
Numbers without * were called inactive; ? = inconclusive; nt = no result given.

SMILES	IEC-6 tox	KLF5 inh	AI-2 QS mod	aSyn 5UTR inh	GSK3A inh	HSF1 inhib	HIF act	GSK3beta inhib	HSP90 inh	HSF-1 act
CCSCc1nnc(SCC(=O)Nc2nc(C)cs2)n1C	-1	-36	18	-6	0	3	0.1	4	1	18
CN(c1ccccc1)S(=O)(=O)c1ccc(NC(=O)c2ccc(-c3ccccc3)cc2)cc1	-4	7	16	1	-2	2	-0.8	-3	0	3
O=C(Cc1ccsc1)Nc1ccccc1F	3	-30	15	-26	-4	-2	0.1	1	0	11
Cc1ccc(/C=C(\NC(=O)c2ccccc2)C(=O)NCC2CCCO2)o1 (centres undefined)	9	-7	34	-18	0	-3	-0.3	-1	5	35
NS(=O)(=O)c1ccc(CNC(=O)c2csc3c2CCCC3)cc1	0	-4	12	8	1	2	?	-3	3	-3
COc1ccccc1OCCNc1cc(N2CCCCC2)ccc1[N+](=O)[O-]	11	-15	20	-1	-2	24	0.2	1	-1	29
CCCCn1nnnc1SCC(=O)Nc1sc2c(c1C#N)CCCC2	8	-17	-6	-8	3	14	-0.2	-1	4	14
CCCCn1c(=O)c(C(=O)c2ccccc2)nc2ccccc21	5	-7	-5	31	-1	-4	-0.1	4	-1	4
C/C(=N/NC(=O)c1ccc(C)s1)c1cccc(NC(=O)c2ccoc2C)c1	10	-26	29	-60	0	-3	-0.5	-11	4	-25
Cc1ccc(Oc2cc([N+](=O)[O-])cc3c2C(=O)Nc2ccccc2O3)cc1	-2	49	15	-56	0	-7	0.8	2	3	-31
Cn1cc(C(=O)N2CCCCC2)c(=O)c2cc(S(=O)(=O)N3CCCC3)ccc21	-5	-24	13	13	-2	-10	-0.1	0	-3	-7
CCOc1ccccc1NC(=O)CCS(=O)(=O)c1ccc(OC)cc1	2	2	11	5	-2	-5	-0.3	1	0	-21
O=C(Cn1nc(CNc2ccc(Cl)cc2)[n+]2c1CCCCC2)c1ccc(Br)cc1	8	10	46	5	nt	4	-0.4	3	4	0
CCNC(=O)NC(=O)C(C)Sc1nnc(COc2ccccc2Cl)o1 (centres undefined)	6	-29	-53	-14	0	1	0.4	0	1	11
O=C(O)c1cccc(Cn2c(Cl)c(/C=N/NC(=O)c3ccccc3Cl)sc2=O)c1	4	-36	21	31	-1	-4	-0.2	-3	2	0
CCOc1ccc(S(=O)(=O)Nc2ccc(C(=O)NNC(=O)c3ccncc3)cc2)cc1	nt	nt	-9	-9	3	0	2.5	2	nt	-12
Fc1ccccc1NC(=S)Nc1ccc(CN2CCOCC2)cc1	-2	-29	8	-23	-2	?	-0.7	0	11	-52
COc1c(/C=N/Nc2ccc(C(=O)O)cc2)c(CCN(C)C(C)=O)cc2c1OCO2	-3	0	4	-16	3	-6	-0.6	-5	5	-16
O=C(COC(=O)c1ccccc1C(=O)N1CCN(c2ccccc2)CC1)NCc1ccccc1	-4	-13	25	15	1	-4	0.7	1	-1	8
Cc1ccc(S(=O)(=O)/N=C2/NC(=O)/C(=C/c3ccc(Br)o3)S2)cc1	-8	16	68	20	-7	0	-1.1	3	-1	-1
O=c1n(-c2ccccc2)c(=O)n2n1CC(O)C2	2	-11	17	14	1	-3	-0.2	1	4	16
CCc1ccccc1NC(=S)N(CCCN1CCOCC1)Cc1cccs1	-3	-32	10	3	-2	-3	0.0	3	-3	0
Cc1ccc(C)c(NC(=O)c2ccccc2Sc2ccc([N+](=O)[O-])cc2Cl)c1	7	-6	24	26	-2	3	-0.1	1	2	12
COC(=O)c1cn(NC(=O)c2cc(OC)c(OC)c(OC)c2)c(=O)c2ccccc12	-3	-15	27	20	3	-5	-0.1	5	-2	21
O=C(CSc1nc2ccccc2o1)Nc1nc(-c2ccccc2)cs1	-1	-48	-4	-111	-2	-56*	1.3	1	6	-60
Cc1cc(C)c(OCCCn2ccnc2)c(C)c1	7	-24	4	13	1	-3	-17	-21	-3	0
CCOC(=O)CNC(=O)/C=C/c1ccc2c(c1)OCO2	-1	-14	17	-7	-5	7	-0.1	0	-2	2
Nn1c(Cc2ccc(Br)cc2)n[nH]c1=S	1	5	12	11	-1	-1	-0.5	0	0	15
CC12CCC(C(=O)Nc3cc(Cl)ccc3Cl)(C(Br)C1=O)C2(C)C (centres undefined)	-5	-4	18	23	1	3	1.0	0	1	5
CCc1nnc(NC(=O)CSc2ncc(-c3ccccc3)n2CC)s1	-2	-27	22	17	-2	4	0.4	1	-1	22
CC1Cc2ccccc2N1S(=O)(=O)c1cccc(C(=O)NC2CC2)c1 (centres undefined)	-1	-21	18	10	-1	-3	-0.1	2	-2	5
CCNS(=O)(=O)c1ccc(CCC(=O)N2CCC(C)CC2)cc1	-10	-25	15	20	-2	6	-0.9	0	-2	16
O=C(CS(=O)c1ccc(F)cc1)Nc1ccccc1Cl (centres undefined)	-7	-20	10	-20	-7	-7	-0.1	4	3	1
CC(=O)c1ccc(NC(=S)NC(C)CCc2ccccc2)cc1 (centres undefined)	-4	-14	12	6	-1	16	1.1	0	0	18
C(=N\C(/N=C/c1ccco1)c1ccco1)/c1ccco1	-2	-14	20	-68	5	54	1.3	2	4	81*
Cn1c(N2CCN(C(=O)Nc3ccc(C(F)(F)F)cc3)CC2)nc2ccccc21	-2	-26	6	4	nt	-7	0.1	2	1	-2
CC1CCN(S(=O)(=O)c2ccc3c(c2)N(CC(=O)NCCCN2CCCCC2)C(=O)CS3)CC1	-7	-36	5	11	-1	-3	0.6	-4	0	1
COc1ccccc1NC(=O)CN(C)S(=O)(=O)c1cc(C)ccc1OC	-1	-15	24	17	nt	-2	-0.8	-1	0	-11
O=C(Oc1ccc(-c2ccccc2)cc1)N1CCOCC1	-1	-68	16	-104	6	2	4.0	-2	-1	23
C/C(=N\c1nc2ccccc2n1C)c1cc(Cl)ccc1O	-3	-18	16	3	nt	-5	0.0	-3	-2	14
CCOCC(=O)NCc1ccc2c(c1)cc(C)n2C	-5	-1	35	-35	0	0	-0.2	-2	-1	9
Cc1ccc(CNC(=O)CCNC(=O)c2ccc(Br)o2)cc1	-1	-18	11	0	-5	3	0.3	-2	-2	17
COc1cccc(C2SCC(=O)N2c2ccc(C)cc2)c1OC (centres undefined)	-8	-26	7	-2	-1	7	1.1	0	-3	15
N#C/C(=C\c1ccc(N2CCCCC2)c([N+](=O)[O-])c1)c1nn(-c2ccccc2)c(N)c1C#N	2	-10	29	8	-1	1	-0.1	0	-1	-6
COc1ccc(CNc2nnnn2C)cc1	4	-13	16	1	12	-6	-3.2	-2	1	10

Exported with bars between the fields: entries from further up.
canonical_smiles | IEC-6 tox | KLF5 inh | AI-2 QS mod | aSyn 5UTR inh | GSK3A inh | HSF1 inhib | HIF act | GSK3beta inhib | HSP90 inh | HSF-1 act
CCSCc1nnc(SCC(=O)Nc2nc(C)cs2)n1C | -1 | -36 | 18 | -6 | 0 | 3 | 0.1 | 4 | 1 | 18
CN(c1ccccc1)S(=O)(=O)c1ccc(NC(=O)c2ccc(-c3ccccc3)cc2)cc1 | -4 | 7 | 16 | 1 | -2 | 2 | -0.8 | -3 | 0 | 3
O=C(Cc1ccsc1)Nc1ccccc1F | 3 | -30 | 15 | -26 | -4 | -2 | 0.1 | 1 | 0 | 11

Remaining list, next part
SMILES	IEC-6 tox	KLF5 inh	AI-2 QS mod	aSyn 5UTR inh	GSK3A inh	HSF1 inhib	HIF act	GSK3beta inhib	HSP90 inh	HSF-1 act
O=C(OC1CCOC1=O)c1ccc(CO)cc1 (centres undefined)	-7	0	19	15	-2	-8	-1.6	-4	-3	-18
CCOC(=O)c1cccc(NC(=O)c2ccc3c(c2)C(=O)N(CC2CCCO2)C3=O)c1 (centres undefined)	-6	-24	24	-8	-1	1	-0.2	-1	-1	-2
CC(C)CC[n+]1ccn(C2=C([O-])c3ccccc3C(=O)/C2=N\S(=O)(=O)c2ccccc2)c1	-2	-2	-2	-28	-1	5	-0.3	0	6	29
COc1ccc(-c2cn(-c3ccc(C)cc3C)c(=O)[nH]2)cc1OC	-4	-29	1	-5	1	-2	-0.3	5	3	-3
N#CCCn1c(SCC(=O)N2CCN(S(=O)(=O)c3ccccc3)CC2)nc2ccccc21	-4	-45	-8	4	0	0	1.6	1	2	7
O=C(NCC1CCCO1)c1cc(S(=O)(=O)N2CCOCC2)c(Cl)cc1Cl (centres undefined)	-2	-9	19	5	nt	-5	0.1	4	3	-5
O=C(N/N=C/c1ccc2c(c1)OCO2)c1cccs1	0	-92	19	-135	1	18	3.7	-3	4	37
CCOC(=O)c1sc2ncc([N+](=O)[O-])cc2c1N	3	-13	2	-5	-2	0	0.0	1	2	8
CC(C)/C=C/CN1CCC(Oc2ccc(C(=O)N3CCCC3)cc2)CC1	-7	-2	26	1	0	4	-0.5	0	-2	-3
CN(CCO)C1=NS(=O)(=O)c2cc([N+](=O)[O-])ccc21	4	-24	26	-21	-3	3	-0.4	-1	6	15
CCNc1ccc(C(=O)OCC)cc1NC(=O)c1cccc(S(=O)(=O)N(C)c2ccccc2)c1	-4	1	21	18	-1	1	0.0	-1	1	-15
O=C(NCc1ccc(F)cc1)c1cnn2ccccc12	-5	-110	-9	-87	1	13	4.8	1	1	17
CCn1cc(Cl)c(C(=O)Nc2cccc(C(F)(F)F)c2)n1	5	-61	12	-105	1	0	2.0	4	1	18
O=c1cc(CNc2ccc(Br)cc2)nc2sccn12	0	-35	15	-24	1	26	0.8	-2	-2	33
O=C(NCc1ccccc1Cl)c1ccc(CSc2nc3ccncc3[nH]2)cc1	2	-4	5	3	-2	-2	0.4	0	-2	-27
S=C(c1ccc(-c2cccc(Cl)c2)o1)N1CCCCC1	4	-108	-10	-111	-1	38	2.9	2	0	73*
O=C(CN1CCN(S(=O)(=O)c2ccccc2)CC1)NC(=O)NCc1ccco1	0	-27	5	9	-2	-1	-0.3	0	0	-5
COc1ccc(CCNC(=O)C23CN(Cc4ccccc4)CC2C(c2ccc([N+](=O)[O-])cc2)=NO3)cc1 (centres undefined)	-6	-5	-4	3	-3	3	-0.5	-2	0	5
CCC(C(=O)NCc1ccco1)N(C(=O)CNS(=O)(=O)c1ccccc1)c1ccccc1C (centres undefined)	-3	-23	29	-5	0	8	-0.1	1	-5	3
Cn1cccc1/C=C1\SC(=S)N(NC(=O)c2ccccc2Cl)C1=O	5	-2	nt	nt	-1	nt	nt	nt	-1	nt
CC(NC(=O)COC(=O)c1ccccc1Nc1ccccc1)c1ccccc1 (centres undefined)	3	-2	28	14	-1	-1	0.2	3	-1	-6
O=C(N/N=C\c1ccco1)Nc1cccc(Cl)c1	2	-123	16	-131	7	30	2.7	-27	4	69*
COc1ccc(-c2cc(C(=O)NN)[nH]n2)cc1OC	1	-37	18	9	-2	nt	5.4	1	-3	nt
CCN(CC)CCNC(=O)c1ccc(NC(=O)Cc2ccccc2F)cc1	11	12	-19	-18	-2	-8	1.2	-2	4	-12

Screening results deposited in PubChem BioAssay by several laboratories.
